Source: PubChem (The Scripps Research Institute Molecular Screening Center)
DDE Tn6 FP inh: DD(E)-Tn6 binding inhibition, primary FP screen; Fibrin DD(E) TRITC-Tn6 fluorescence polarization displacement; inhibition, % at 8.3 µM; 370,000 compounds, 0.21% hits; AID 720509;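 active means inhibition above a per-campaign cutoff: mean of compounds within control limits plus 3 SD, cut at about 15% in these data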;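 further: 0% = median of all compound wells on the plate and 100% = blocking peptide control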
PLC-gamma1 inh: inhibitors of human phospholipase C gamma1. P19174. purified PLC-gamma1, fluorogenic substrate, fluorescence. inhibition, % at 12.2 µM. 370,000 compounds, 0.84% hits. AID 720700; in the data active means inhibition above about 9.5%
UHRF1 binding: UHRF1 methyl-DNA binding inhibition; UHRF1 binding to methylated oligo, TR-FRET; 370,000 compounds, 0.75% hits; AID 687016; inhibition, % at 4.4 µM; in the data active means inhibition above about 21%;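 further: UHRF1 SRA domain binding a hemimethylated CpG hairpin DNA probe; 0% = median of test compound wells and 100% = reference inhibitor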
ASAP1 inh: inhibitors of human ASAP1 ArfGAP activity; AID 624377; 360,000 compounds, 0.19% hits; Q9ULH1; inhibition, % at 16.5 µM; ASAP1-stimulated ARF1 GTP hydrolysis, GDP FP detection; in the data active means inhibition above about 25%;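 further: 0% = vehicle with enzyme and substrate and 100% = no enzyme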
Target sequence (Q9ULH1 325-724 limits assumed): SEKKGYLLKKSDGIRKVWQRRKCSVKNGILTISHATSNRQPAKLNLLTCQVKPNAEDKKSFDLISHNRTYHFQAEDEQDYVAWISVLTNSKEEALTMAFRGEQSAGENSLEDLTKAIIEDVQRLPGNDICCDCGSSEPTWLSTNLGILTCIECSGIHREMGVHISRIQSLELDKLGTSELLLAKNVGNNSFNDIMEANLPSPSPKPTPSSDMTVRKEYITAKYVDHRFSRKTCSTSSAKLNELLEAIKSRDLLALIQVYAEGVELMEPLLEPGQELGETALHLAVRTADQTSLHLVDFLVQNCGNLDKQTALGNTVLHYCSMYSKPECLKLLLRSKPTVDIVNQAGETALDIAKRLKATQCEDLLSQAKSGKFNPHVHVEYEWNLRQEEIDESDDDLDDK
ARFGAP1 inh: rat ARFGAP1 inhibition; Arfgap1-stimulated ARF1 GTP hydrolysis, GDP FP detection; inhibition, % at 16.5 µM; 360,000 compounds, 0.26% hits; AID 651572;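 active means inhibition above a per-plate limit, mean inhibition of low control wells plus 3 SD, cut at about 25% in these data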;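 further: 0% = DMSO wells with enzyme and 100% = wells lacking Arfgap1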
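Assay system: Rat Arfgap1 GAP domain (His6, aa 1-136), purified enzyme | Buffer or medium: HEPES 25 mM pH 7.5, NaCl 150 mM, MgCl2, DTT | Schedule: GTP hydrolysis reaction 2 h at 25 °C | Signal: FP of antibody-bound GDP Alexa 633 tracer, ex 620/em 688 nm | Measure: Percent inhibition of Arfgap1-stimulated GTP hydrolysis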
ADAM17 inh: inhibits human ADAM17; P78536; recombinant ADAM17, EDANS/DABCYL FRET peptide cleavage; inhibition, % at 6.95 µM; 370,000 compounds, 0.83% hits; AID 720648;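 active means inhibition above the mean of compounds lying between control limits plus 3 SD, set per campaign, cut at about 8.5% in these data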;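 further: 0% = DMSO-only wells as the low control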
Tn7 DDE FP: DD(E)-Tn7 binding inhibition, primary FP screen; FP displacement of FITC-Tn7 peptide from fibrin DD(E); 0% = median of compound wells per plate; 370,000 compounds, 0.13% hits; inhibition, % at 8.3 µM;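 active means inhibition above the mean of compounds falling within the control limits plus 3 SD of them, cut at about 14% in these data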;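 further: 0% = plate median of compound wells and 100% = 10 µM Aha-Tn7 peptide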
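Test system – human fibrin DD(E) · Times – 10 min preincubation, 3 h with tracer, room temperature · Detection – fluorescence polarization of the labelled Tn7 tracer · Measure – percent inhibition normalized to high-control wells · Benchmarks – high control wells with 10 µM unlabelled Aha-Tn7 peptide (full inhibition) · Repeats – singlicate testing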
proKLK7 act: activators of human kallikrein-7 zymogen. P49862. purified proKLK7, EDANS-DABCYL substrate fluorescence; 100% is mature enzyme control, 0% vehicle. activation, % at 7 µM. 370,000 compounds, 0.9% hits;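 active means activation above the mean of all tested compounds plus 3 SD, computed per campaign excluding outliers beyond control limits, cut at about 13% in these data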
Target sequence (P49862 whole entry, looked up): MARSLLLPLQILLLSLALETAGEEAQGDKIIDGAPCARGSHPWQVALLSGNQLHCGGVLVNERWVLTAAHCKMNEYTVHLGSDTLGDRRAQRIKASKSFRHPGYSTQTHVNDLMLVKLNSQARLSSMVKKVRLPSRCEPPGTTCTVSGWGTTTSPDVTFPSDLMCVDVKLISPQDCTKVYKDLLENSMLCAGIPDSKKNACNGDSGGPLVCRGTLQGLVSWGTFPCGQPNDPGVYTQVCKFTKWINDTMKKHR
PLC-beta3 inh: inhibitors of human phospholipase C beta3; Purified PLC-beta3, fluorogenic substrate, fluorescence; 370,000 compounds, 0.18% hits; inhibition, % at 12.2 µM; AID 720704; Q01970; in the data active means inhibition above about 11%;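 further: 0% = median of compound wells on plate and 100% = full blocker control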
MBD2 DNA inh: MBD2-methylated oligo binding inhibition | inhibition, % at 4.4 µM | TR-FRET, MBD2 binding to methylated oligonucleotide | 370,000 compounds, 0.31% hits | AID 686964; in the data active means inhibition above about 13%
Target sequence (Q9UBB5 whole entry, looked up): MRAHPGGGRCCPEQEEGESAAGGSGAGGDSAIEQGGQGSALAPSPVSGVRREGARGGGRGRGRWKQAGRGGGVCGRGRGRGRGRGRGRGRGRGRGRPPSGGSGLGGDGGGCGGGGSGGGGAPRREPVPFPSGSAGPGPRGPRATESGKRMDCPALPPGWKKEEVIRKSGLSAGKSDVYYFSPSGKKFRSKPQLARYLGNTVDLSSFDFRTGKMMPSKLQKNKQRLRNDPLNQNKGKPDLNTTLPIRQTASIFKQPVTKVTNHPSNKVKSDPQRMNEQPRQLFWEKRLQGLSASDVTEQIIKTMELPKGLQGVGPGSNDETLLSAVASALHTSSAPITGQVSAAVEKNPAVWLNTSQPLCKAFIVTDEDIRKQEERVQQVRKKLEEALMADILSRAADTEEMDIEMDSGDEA
Starred values were filed as active, the others as inactive; / = not tested or not shown. Rows were taken by chance; 4.1% or so of the library scored in one or more.

SMILES	DDE Tn6 FP inh	PLC-gamma1 inh	UHRF1 binding	ASAP1 inh	ARFGAP1 inh	ADAM17 inh	Tn7 DDE FP	proKLK7 act	PLC-beta3 inh	MBD2 DNA inh
CCOc1cccc(NC(=O)CSc2nncn2N)c1	-4	-1	2	1	6	2	0	0.3	1	2
CC1CCN(c2nc3c(c(=O)[nH]c(=O)n3C)n2Cc2ccccc2)CC1	-2	0	4	-3	-1	-2	8	-0.7	-3	5
COc1ccc(/C(C)=N/NC(=O)OC(C)(C)C)cc1[N+](=O)[O-]	-10	2	4	12	7	-2	3	0.2	-1	6
COc1ccc2c(c1)CCN1C2CCN2C(=O)CCC21 (configuration not stated)	4	-42	0	5	8	-21	-1	5.1	-65	-5
COCCn1c(SCC(=O)N2CCCCC2)nc2c(c1=O)SC(C)C2 (configuration not stated)	-12	2	1	2	-11	-2	-3	0.3	-1	2
CN(C)S(=O)(=O)c1ccc(N=Cc2c(C(F)(F)F)[nH][nH]c2=O)cc1	-8	4	2	-19	-9	8	1	-0.3	3	3
CCOC(=O)C1=NNC(C(=O)c2ccc(C)cc2)C1c1ccc(OC)cc1 (configuration not stated)	-3	-2	-2	-9	-6	3	9	0.7	-1	1
C/C(=C\c1ccccc1)C1NC(=O)c2c(sc3c2CCCC3)N1 (configuration not stated)	-2	-106	2	6	3	-31	1	13*	-143	3
O=C(O)C1CCCCC1C(=O)Nc1ccc(S(=O)(=O)N2CCCCC2)cc1 (configuration not stated)	-8	4	3	7	7	-5	0	-0.2	-6	6
CCCCN1C(=S)NC[C@@H]1Cc1cccc2ccccc12	-1	0	-2	-3	-6	-1	6	-0.5	-3	0
CCCC(=O)Nc1nnc(S(=O)(=O)N2CCCC2)s1	4	0	2	11	11	-1	-3	-0.1	1	-1
O=C(COC(=O)COc1cccc(C(F)(F)F)c1)NC(=O)NC1CCCCC1	-3	1	-1	-10	-2	0	-5	-0.2	-5	4
O=C(CCCNS(=O)(=O)c1cccc2nsnc12)NC1CCCCC1	-1	-2	1	-1	-10	-5	4	-0.4	-1	-1
O=C(Nc1cccc(Cl)c1Cl)c1snnc1-c1ccccc1	-2	5	0	7	3	-1	2	-0.8	-20	4
O=C(NN1CCCCC1)NN1CCCCC1	-4	-1	-1	-3	-9	-5	-1	0.8	-2	-4

Three entries already listed, ordered by their value in UHRF1 binding, rising:
Molecule	DDE Tn6 FP inh	PLC-gamma1 inh	UHRF1 binding	ASAP1 inh	ARFGAP1 inh	ADAM17 inh	proKLK7 act	PLC-beta3 inh	MBD2 DNA inh
CCCCN1C(=S)NC[C@@H]1Cc1cccc2ccccc12	-1	0	-2	-3	-6	-1	-0.5	-3	0
O=C(COC(=O)COc1cccc(C(F)(F)F)c1)NC(=O)NC1CCCCC1	-3	1	-1	-10	-2	0	-0.2	-5	4
COc1ccc2c(c1)CCN1C2CCN2C(=O)CCC21 (configuration not stated)	4	-42	0	5	8	-21	5.1	-65	-5

Further records follow.
SMILES	DDE Tn6 FP inh	PLC-gamma1 inh	UHRF1 binding	ASAP1 inh	ARFGAP1 inh	ADAM17 inh	Tn7 DDE FP	proKLK7 act	PLC-beta3 inh	MBD2 DNA inh
CC(=O)c1ccc(OCCCC(=O)OCC(=O)N2CCN(c3ccccc3)CC2)cc1	-2	0	2	-11	3	0	3	0.8	4	0
CC1CC(C)CN(CCCNC(=O)C2CCCN(c3ncnc4c3nc3n4CCCCC3)C2)C1 (configuration not stated)	9	-1	-2	-9	4	-5	6	0.4	-4	1
O=C(Oc1cccnc1)c1ccc([N+](=O)[O-])cc1	9	7	-1	18	13	0	-6	0.0	1	2
O=C([C@@H]1CCCN1C1=NS(=O)(=O)c2ccccc21)N1CCN(c2ccccc2)CC1	5	0	1	17	5	-3	-5	0.9	4	0
Cc1ccc(N(Cc2ccc(C(=O)NCC3CCCO3)cc2)S(C)(=O)=O)cc1C (configuration not stated)	4	3	0	-13	8	-1	4	0.2	0	-6
Cc1noc(C)c1CCC(=O)Nc1cc(C(=O)O)ccc1Cl	6	1	1	6	-1	1	-8	1.3	3	2
Cc1ccc(N2C(S)=C(C#N)C(=O)NC23CCCCC3)cc1	11	2	-2	-1	6	-1	3	-0.2	2	12
Nc1[nH]c(C(=O)c2ccc(Cl)cc2)c(-c2ccc(Br)cc2)c1C(=O)c1c[nH]c2ccc(F)cc12	1	-7	3	4	-5	2	0	0.9	-8	6
O=C(NCc1ccc(Cl)cc1)C1CCN(S(=O)(=O)N2CCOCC2)CC1	2	1	3	7	-3	-1	-6	0.4	4	1
COc1ccc(-c2csc(Nc3ccccc3)[n+]2Cc2ccccc2)cc1	3	-1	2	1	-6	-5	8	0.4	-2	0
O=C(CN(C(=O)C1CSC(=O)C1)c1cccc(F)c1)NC1CCCC1 (configuration not stated)	6	0	0	3	4	-2	-3	-0.1	2	1
COc1ccccc1C1=NOC(COC(=O)c2ccc(Br)cc2)C1 (configuration not stated)	-3	-1	-2	1	9	1	-1	-0.3	-5	0
C=CCc1ccccc1OCC(=O)N/N=C/c1ccccc1OCC	-9	2	-5	0	6	1	-4	0.1	2	1
Cc1cc(N2CCOCC2)nc2ccc(NC(=O)C3CCC(C)CC3)cc12 (configuration not stated)	2	-5	1	-14	8	-17	4	-0.3	-9	-1
COc1ccc(C(=O)Nc2ccc(S(=O)(=O)N3CCOCC3)cc2)cc1OC	1	-2	1	0	-1	-5	-1	0.8	2	2
CCOc1cc(C(=S)N2CCCC2)ccc1OCc1ccccc1	0	3	-1	16	1	0	2	0.3	-2	-7
O=C(NNS(=O)(=O)c1ccccc1)c1sccc1-n1cccc1	-7	2	2	-14	5	-2	-4	-0.1	1	3
N=c1c(S(=O)(=O)c2ccc(Br)cc2)cc2c(=O)n3ccccc3nc2n1C1CCCCC1	-6	-3	1	-16	2	-4	-4	-1.0	-11	0
CSc1nc(N)n2nc(C(C)(C)C)cc2n1	-2	1	1	-2	-5	-1	-1	0.0	-8	2
O=C(CCC(=O)N(CC(=O)NC1CCCC1)Cc1ccc2c(c1)OCO2)Nc1ccccn1	-9	1	2	7	11	-9	-1	0.5	3	3
O=C(/C=C/c1ccc(S(=O)(=O)NCc2ccco2)cc1)N1CCN(c2ccccc2)CC1	3	1	-3	-13	-6	1	-7	1.9	-1	1
COc1ccc(Cl)cc1NC(=O)C(C)OC(=O)Cn1cc(C(F)(F)F)ccc1=O (configuration not stated)	5	5	0	-2	-11	-4	-2	0.4	-7	-6
CC1CCCN(c2cccc3c2S(=O)(=O)N(Cc2cccc(Cl)c2)[C@@H](C)[C@H](c2ccccc2)O3)C1 (some centres not stated)	-7	-1	8	10	-4	-4	-1	-0.3	0	5
CC(=O)c1ccc(NC(=O)c2cn(C)c(=O)c3ccccc23)cc1	1	6	1	-2	11	2	-9	-0.6	3	-2
O=C1NCCN1CCNS(=O)(=O)c1cc(C(F)(F)F)cc(C(F)(F)F)c1	-9	0	2	10	15	-6	3	-0.1	-8	9
COc1ccccc1C(c1nnnn1C(C)(C)C)N1CCN(Cc2ccccc2)CC1 (configuration not stated)	6	2	0	-6	4	-3	0	0.2	3	0
N#Cc1nc(COc2ccccc2)oc1N1CCN(c2cccc(Cl)c2)CC1	5	0	-2	3	-4	-7	6	0.4	0	4
CC(C)(C)N(NC(=O)Nc1ccccc1)C(=O)c1ccccc1Cl	4	1	1	-5	-3	-1	-12	-0.7	2	3
Clc1ccc(-c2nnc(-c3ccc(Br)o3)o2)c(Cl)c1	4	0	0	13	1	-7	-1	0.0	-1	-1
Cc1nc2ccccc2c2oc(C(=O)Nc3ccc4c(c3)OCCO4)cc12	-1	3	-1	21	-5	1	2	0.5	2	0
CC/C(=N\NC(=S)Nc1ccc(OC)cc1)c1ccc(OC(F)F)cc1	-5	-3	-3	7	-2	2	9	0.1	-3	1
CCN(CC(=O)Nc1ccccc1C(F)(F)F)C(=O)CSCc1ccc(C)cc1	-4	4	2	-4	-10	2	-7	0.4	-1	0
COC(=O)c1cnc(Nc2nc(C(N)Cc3ccccc3)cs2)nc1C(F)(F)F (configuration not stated)	1	-1	6	0	4	-2	3	0.1	-1	2
O=C(O)[C@H](O)[C@@H](O)C(=O)O	-2	9	6	-3	-2	-4	0	-0.5	7	3
CC(C)c1ccc(N2C(=NC(=O)C3CC3)SC3CS(=O)(=O)CC32)cc1 (configuration not stated)	-2	-1	-1	4	1	-3	11	-1.0	-11	0
CC(=O)c1cc(CCC(=O)NC2CCCCCC2)oc1C	4	-1	-2	-14	2	-2	5	-0.2	-4	-5
C#CCN(C(=O)c1ccc(OC2CCN(C(=O)CCOC)CC2)cc1)C1CCCCC1	5	9	-2	3	-14	4	-3	0.7	-1	-8
Cc1ccc(NC2c3ncccc3C(=O)N2c2ccccc2C)cc1C (configuration not stated)	7	-3	2	-13	-10	-4	5	0.8	0	-5
CC(C)CNc1oc(-c2ccco2)nc1C#N	-4	-48	0	9	13	-89	0	-0.3	-63	2
O=C(CSc1cccc2cccnc12)Nc1ccc(S(=O)(=O)N2CCOCC2)cc1	3	-73	-16	-10	4	-59	-4	-0.5	-112	-13
CCOC(=O)N1CCN(C(=O)c2ccc(Cl)c(S(=O)(=O)N3CCOCC3)c2)CC1	-1	-1	-2	4	-13	-5	3	-0.1	1	-6
COC(=O)[C@]12CCCCC=C1N(Cc1ccccc1)C(=O)[C@H](CC(=O)N1CCCCC1)C2	-11	9	3	2	2	-2	3	-0.2	-3	8
COc1cc(/C=C(\C#N)C(=O)NC2CCCCC2C)ccc1OS(=O)(=O)c1ccc(C)cc1 (configuration not stated)	0	1	0	-3	-2	2	5	0.2	4	5
CC(C)CNS(=O)(=O)CC1NCCc2ccccc21 (configuration not stated)	-6	1	2	/	/	-3	3	-0.4	2	-3
Cc1nc2ccc(S(=O)(=O)NCC(=O)NCc3ccc(F)cc3)cc2s1	-1	0	4	/	/	-1	11	-0.3	-5	-1
CN1CCN(C(=O)c2ccccc2-c2nc(-c3ccccc3)no2)CC1	2	2	-5	-1	3	-1	8	0.5	0	-6
CCC(C)c1ccc(NC(=O)CSc2nncn2N)cc1 (configuration not stated)	-4	-1	0	8	0	-3	1	-0.8	-1	3
CCSc1nnc(NC(=O)Cc2ccc(OC)c(OC)c2)s1	-12	7	0	3	8	0	-2	0.5	4	2
CCCc1nnc(SCC(=O)NC2CC2)n1CC	4	-1	-1	4	-3	-4	6	0.0	-6	3

Compound profiles (already shown). Order of values: DDE Tn6 FP inh	PLC-gamma1 inh	UHRF1 binding	ASAP1 inh	ARFGAP1 inh	ADAM17 inh	Tn7 DDE FP	proKLK7 act	PLC-beta3 inh	MBD2 DNA inh
Results for `CCCc1nnc(SCC(=O)NC2CC2)n1CC` → 4	-1	-1	4	-3	-4	6	0.0	-6	3
Results for `CCSc1nnc(NC(=O)Cc2ccc(OC)c(OC)c2)s1` → -12	7	0	3	8	0	-2	0.5	4	2
Results for `CN1CCN(C(=O)c2ccccc2-c2nc(-c3ccccc3)no2)CC1` → 2	2	-5	-1	3	-1	8	0.5	0	-6
Results for `CCC(C)c1ccc(NC(=O)CSc2nncn2N)cc1` (configuration not stated) → -4	-1	0	8	0	-3	1	-0.8	-1	3
